# Bioassay records as filed in PubChem.
# Wnt bcat act: Wnt/beta-catenin pathway activators, primary screen, cell-based, plate reader, single point. Wnt/beta-catenin reporter cell assay, activator. activation, % at 9.35 µM. 300,000 compounds, 1.2% hits; in the data active = activation above about 30%, passing the limit was not always enough;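 note: 0% = neutral control wells and 100% = positive control wells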
# CAL PDZ FP-1: CAL PDZ peptide-binding inhibitors, primary screen, biochemical, fluorescence polarization, Cer-tagged CAL PDZ, HTS; AID 504414, 2011; 330,000 compounds, 0.02% hits; inhibition, % at 20 µM; Golgi-associated PDZ and coiled-coil motif-containing protein (Homo sapiens), Q9HD26; purified CAL PDZ, TMR-peptide fluorescence polarization, 1 h;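 active = highest replicate inhibition of at least 40%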;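 note: plate controls were DMSO neutral control wells for no effect and unlabeled competitor peptide control wells for full effect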
#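 material = purified tagged CAL PDZ domain construct (CerCALP) | buffer or medium = sodium phosphate/NaCl buffer pH 7.4 with TCEP, IgG, Thesit | reagent = TMR-labelled reporter peptide T*-PRC34 bound in PDZ groove | incubation = 1 h room-temperature incubation prior to read | measured by = fluorescence polarization (mP) | evaluation = percent inhibition from loss of millipolarization | control set = unlabelled peptide and DMSO controls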
# MITF act: activators of MITF-driven TRPM1 promoter reporter, primary screen, cell-based, SK-MEL-5, luciferase, single point. SK-MEL-5 TRPM1-promoter luciferase, 24 h; % of positive control, neutral wells = 0. activation, % at 12.5 µM. 300,000 compounds, 0.75% hits. AID 588334, 2011;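 active = mean activation of at least 80% with every replicate also reaching 80%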;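 note: 0% = neutral control wells and 100% = parthenolide positive control wells; values of inactives mirror those of a sister screen read the other way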
# SR-BI uptake up: activators of SR-BI mediated DiI-HDL uptake, primary screen, ldlA[mSR-BI] CHO cells, DiI fluorescence; 3 h; 100 = double the neutral-control signal; activation, % at 12.5 µM; 320,000 compounds, 0.096% hits; AID 504775, 2011;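 active = mean replicate activation of at least 60% and every replicate at or above 60%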;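 note: 0% = median plate neutral-control signal and 100% = twice that signal; values of inactives mirror those of a sister screen read the other way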
#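 System: CHO ldlA[mSR-BI] cells / Medium: HEPES-buffered (25 mM, pH 7.4) F12 plus 0.5% BSA / Probe or stimulus: labelled HDL, 10 µg/mL / Doses: single compound concentration, delivered by pin transfer / Schedule: 3 h, 37 °C / Measured by: DiI fluorescence, bottom read / Measure: cell-associated DiI fluorescence as measure of HDL uptake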
# Tat transport: E. coli Tat export inhibitors, primary screen, MC4100, TorA-mCherry reporter, fluorescence, single point. inhibition, % at 10 µM. 340,000 compounds, 0.036% hits. AID 488895, 2010;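 active = mean replicate inhibition at least 50% and at least half of replicates individually reaching 50%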;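 note: exported cargo escapes ClpAP degradation while cytoplasmic cargo is degraded and loses fluorescence; 0% = median of neutral control wells and 100% = median of NaSCN control wells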
# SR-BI HDL uptake: inhibitors of SR-BI mediated HDL lipid uptake, primary screen, ldlA[mSR-BI] cells, fluorescence, single point; ldlA[mSR-BI] CHO cells, DiI-HDL uptake fluorescence, 3 h; 320,000 compounds, 0.96% hits; inhibition, % at 12.5 µM; Scavenger receptor class B member 1 (Mus musculus), Q61009;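 active = mean replicate inhibition of at least 70% and a set share of replicates each scoring 70 or more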;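 note: 0% = median of neutral control wells and 100% = median of positive control wells; values of inactives mirror those of a sister screen read the other way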
# Target sequence (Q61009 whole entry, looked up): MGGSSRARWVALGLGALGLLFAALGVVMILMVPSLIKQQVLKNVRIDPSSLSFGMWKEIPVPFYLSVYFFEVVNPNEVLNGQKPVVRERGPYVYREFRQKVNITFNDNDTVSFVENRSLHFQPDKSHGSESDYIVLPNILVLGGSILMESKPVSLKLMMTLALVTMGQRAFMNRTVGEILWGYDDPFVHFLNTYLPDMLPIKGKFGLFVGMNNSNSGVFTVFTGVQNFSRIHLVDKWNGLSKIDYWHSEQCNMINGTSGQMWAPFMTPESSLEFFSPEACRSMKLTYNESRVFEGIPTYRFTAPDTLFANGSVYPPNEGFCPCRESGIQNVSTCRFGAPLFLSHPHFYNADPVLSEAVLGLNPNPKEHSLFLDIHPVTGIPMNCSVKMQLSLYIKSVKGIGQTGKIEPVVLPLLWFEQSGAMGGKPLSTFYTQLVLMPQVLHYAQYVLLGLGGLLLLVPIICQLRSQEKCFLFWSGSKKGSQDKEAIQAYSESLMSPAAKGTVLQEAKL
# CAL PDZ FP-2: untagged CAL PDZ binding inhibitors, primary screen, biochemical, fluorescence polarization, HTS. 300,000 compounds, 0.92% hits. inhibition, % at 24.9 µM. purified CAL PDZ, TMR-peptide fluorescence polarization, 1 h. Golgi-associated PDZ and coiled-coil motif-containing protein (Homo sapiens), Q9HD26. AID 602252, 2012;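 active = mean inhibition of at least 30% with at least half of replicates also reaching 30%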;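 note: 0% = DMSO neutral control and 100% = excess unlabeled competitor peptide PRC23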
# Ecoli viability: E. coli V3065 growth inhibition, primary screen, counter-screen for AddAB inhibitor project, absorbance, OD600 | 330,000 compounds, 0.27% hits | 18 h | AID 449728, 2010 | inhibition, % at 11.9 µM;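 active = inhibition above the campaign's mean inhibition across all tested compounds plus 3 SD, cut at about 9.9% in these data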;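 note: uninfected addAB+ strain grown without phage in ampicillin broth; 0% = DMSO wells and 100% = ciprofloxacin 0.95 µg/ml wells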
# AddAB inh: growth inhibition of E. coli expressing H. pylori AddAB, primary screen, AddAB inhibitor project, absorbance. inhibition, % at 11.9 µM. AID 435030, 2010. 330,000 compounds, 0.29% hits; in the data active = inhibition above about 12%;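 note: 0% = vehicle wells of infected cells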
# phage Ecoli inh: growth loss of phage-infected E. coli, primary screen, RecBCD inhibitor project, absorbance, with phage, HTS | inhibition, % at 11.9 µM | 360,000 compounds, 0.26% hits; in the data active = inhibition above about 11%
# Active calls of the source: *; / = no result given; & = joins results of further samples.
SMILES,Wnt bcat act,CAL PDZ FP-1,MITF act,SR-BI uptake up,Tat transport,SR-BI HDL uptake,CAL PDZ FP-2,Ecoli viability,AddAB inh,phage Ecoli inh
O=C1CCC/C=C\C[C@@H](CC(=O)N(CCO)Cc2ccccc2)C(=O)N[C@H](Cc2c[nH]c3ccccc23)CO1,-3,0.5,-6,6,-3,-6,-2,-3.2,1.7,2.3
COc1ccccc1C(=O)NC(=S)Nc1ccc(N2CCCC2)cc1,1,0.7,24,-18,10,18,-1,-0.3,1.7,0.6
O=C(Cn1cc([N+](=O)[O-])ccc1=O)N1CCCc2ccccc21,-2,-1.8,-7,15,-12,-15,0,0.2,-2.7,0.8
O=C(COC(=O)c1cc([N+](=O)[O-])ccc1NCCO)Nc1cccnc1Cl,-3,-0.7,2,-7,3,7,-3,-1.2,-0.1,1.0
COc1ccc(OC)c(N(CC(=O)NCCSc2ccccc2)S(C)(=O)=O)c1,-2,-2.3,/,-11,2,11,3,-2.4,1.9,0.8
O=[N+]([O-])c1ccc(Sc2ncc3ccccn23)nc1,0,0.2,/,6,2,-6,9,-3.0,-1.6,-0.2
O=C(NCCCN1CCOCC1)c1cc2c([nH]c3ccccc32)c(-c2cccc(Br)c2)n1,-3,-15,/,-53,7,53,-13,-3.9,-0.3,0.1
COc1ccc(CCNC(=O)c2ccncc2)cc1OC,0,0.3,/,9,-2,-9,/,2.6,5.1,-1.0
Cc1ccc(NC(=O)c2cnccn2)c(OC(F)F)c1,/,-0.9,-7,7,2,-7,-4,1.1,2.4,1.3
O=C(O)/C=C/C(=O)NNC(=O)c1cc(-c2ccccc2)n[nH]1,4,-1.6,-4,-2,0,2,0,1.8,-1.3,3.9
CC(=O)Nc1cccc(OCCCNS(=O)(=O)c2ccc(F)cc2)c1,3,0.3,/,1,-2,-1,-5,-0.1,-0.8,1.7
CCOc1ccc(C(=O)NC(Cc2ccccc2)C(=O)OC)cc1 (stereo not drawn),/,-2.6,50,7,-2,-7,1,-1.7,3.7,0.8
O=C(NCCCn1ccnc1)C(=O)NCC1OCCCN1S(=O)(=O)c1ccccc1 (stereo not drawn),-4,-0.6,9,11,-2,-11,1,2.2,3.1,0.5
Cc1ccc(-n2c(CSc3nc(C)cc(C)n3)n[nH]c2=S)cc1,0,0.0,2,8,-2,-8,8,0.6,2.6,3.2
CCNS(=O)(=O)c1cc(S(C)(=O)=O)ccc1Cl,/,-2.6,-5,28,-7,-28,-1,0.1,1.3,2.1
CC(C)(C)[C@@H]1C=C(C(=O)N2CCOCC2)O[C@H](OCc2ccc(CO)cc2)C1,-2,-0.5,5,13,2,-13,1,2.8,1.7,-0.5
CN(C)c1ccc(Cl)cc1N,0,0.3,9,14,-1,-14,-7,-2.0,-2.6,1.7
CCSc1nnc(N)s1,/,0.1,-7,20,-3,-20,/,-1.2,0.3,6.1
Cc1c(Cl)cccc1NC(=O)Nc1cc(C(C)(C)C)on1,-1,0.5,16,-6,6,6,2,0.9,3.0,6.1
CCc1ccc(NC(=O)CSc2nc(=O)n(CCCN3CCOCC3)c3c2CCC3)cc1,9,-0.8,-7,3,5,-3,7,1.4,2.7,-10
CCc1cccc(NC(=O)C2CCCC2)c1,-4,-3.3,6,5,0,-5,/,-2.2,1.6,0.2
O=C(NCC(c1ccco1)N1CCCCC1)c1cccs1 (stereo not drawn),-1,-0.5,3,-6,3,6,-7,-4.6,-1.0,2.7
COc1cc(OC)cc(C(=O)Nc2ccc(C(=O)Nc3ccccc3OC)cc2)c1,4,0.1,-2,-66,-5,66,0,0.0,-2.3,2.1
Cc1nc(CSc2nnc3scc(-c4ccccc4)n23)cs1,-3,0.3,/,5,-2,-5,6,-2.4,8.7,1.8
COc1ccc(NC(=O)N(C)C[C@H]2Oc3c(NC(=O)C4CC4)cccc3C(=O)N([C@H](C)CO)C[C@@H]2C)cc1,2,0.9,-12,-4,-2,4,-1,0.6,4.8,1.3
COc1ccc(/C=C2\CCCC3C2=NN(C(=O)c2scnc2C)C3c2ccc(OC)cc2)cc1 (stereo not drawn),-3,-0.2,-13,-31,-5,31,0,0.0,1.2,-0.6
CCOc1ccc(NC(=O)Nc2cccc(C)n2)cc1,3,-0.8,73,5,1,-5,-3,-2.6,0.0,1.5
NC(=O)c1ccc(NC(=O)CN2C(=O)NC(c3ccccc3)(c3ccccc3)C2=O)cc1,1,-0.3,21,/,5,/,0,-1.8,-3.2,-0.2
Cc1cc2nncn2c2ccccc12,1,-1.6,5,/,0,/,0,0.2,3.2,2.0
CN(C)c1nc(NCc2ccccc2)nc(N/N=C/c2cccc(Br)c2)n1,-2,-2.7,13,-16,-1,16,0,-1.3,-1.9,4.3

# Arranged by heavy-atom count (ascending): part of the list above.
SMILES,Wnt bcat act,CAL PDZ FP-1,MITF act,SR-BI uptake up,Tat transport,SR-BI HDL uptake,CAL PDZ FP-2,Ecoli viability,AddAB inh,phage Ecoli inh
CCSc1nnc(N)s1,/,0.1,-7,20,-3,-20,/,-1.2,0.3,6.1
CN(C)c1ccc(Cl)cc1N,0,0.3,9,14,-1,-14,-7,-2.0,-2.6,1.7
Cc1cc2nncn2c2ccccc12,1,-1.6,5,/,0,/,0,0.2,3.2,2.0
CCc1cccc(NC(=O)C2CCCC2)c1,-4,-3.3,6,5,0,-5,/,-2.2,1.6,0.2
Cc1c(Cl)cccc1NC(=O)Nc1cc(C(C)(C)C)on1,-1,0.5,16,-6,6,6,2,0.9,3.0,6.1
COc1cc(OC)cc(C(=O)Nc2ccc(C(=O)Nc3ccccc3OC)cc2)c1,4,0.1,-2,-66,-5,66,0,0.0,-2.3,2.1
CCc1ccc(NC(=O)CSc2nc(=O)n(CCCN3CCOCC3)c3c2CCC3)cc1,9,-0.8,-7,3,5,-3,7,1.4,2.7,-10
COc1ccc(NC(=O)N(C)C[C@H]2Oc3c(NC(=O)C4CC4)cccc3C(=O)N([C@H](C)CO)C[C@@H]2C)cc1,2,0.9,-12,-4,-2,4,-1,0.6,4.8,1.3

# Additional results
SMILES,Wnt bcat act,CAL PDZ FP-1,MITF act,SR-BI uptake up,Tat transport,SR-BI HDL uptake,CAL PDZ FP-2,Ecoli viability,AddAB inh,phage Ecoli inh
Cc1cc(NC(=O)c2ccc(Br)c(S(=O)(=O)N3CCCC3)c2)no1,2,-1.3,/,3,4,-3,-2,0.7,1.0,-0.5
CCCCCn1c(CN2CCCCC2CC)nc2c1c(=O)n(C)c(=O)n2C (stereo not drawn),-1,-2.3,3,17,1,-17,-3,1.6,-0.3,1.0
O=C(c1ccc(S(=O)(=O)N2CCCC2)cc1)N1CCN(c2ccccc2F)CC1,-2,-0.7,8,-12,-4,12,/,-0.7,-0.1,2.0
C=CCn1c(=NC(=O)C2COc3ccccc3O2)sc2cccc(OC)c21 (stereo not drawn),-10,0.5,10,-3,19,3,-2,2.6,1.5,4.7
O=C(c1ccc(CNS(=O)(=O)c2cccc(Cl)c2)cc1)N1CCCC1,0,-0.6,-4,-12,-7,12,-1,0.2,2.4,4.0
CSc1ncccc1C(=O)OCC(=O)C(C)(C)C,0,-1.6,8,6,-2,-6,-3,0.3,0.9,3.3
CCN(CC(=O)NCc1cccs1)CC(=O)Nc1ccccc1C,-1,-0.1,-2,6,2,-6,-3,-1.6,1.4,3.2
Cc1cc(=O)oc2c3c(cc(OCC(=O)Nc4ccc(CCO)cc4)c12)OC(C)(C)CC3,-5,-8.9,12,-70,20,70,-4,0.8,5.0,0.0
COc1cccc(NC(=O)CN(C)CC(=O)c2c(C)[nH]c3ccccc23)c1,-5,-0.6,-7,7,-2,-7,5,2.1,2.7,4.4
Cc1ccc(S(=O)(=O)N(C)C[C@@H]2Oc3ccc(NC(=O)CCC(F)(F)F)cc3CC(=O)N([C@@H](C)CO)C[C@@H]2C)cc1,-7,-0.9,-40,5,-3,-5,-3,0.4,2.9,3.4
Nc1cccc(-n2nncc2-c2ccccc2)c1,-6,/,/,-4,7,4,-4,-0.6,3.8,1.5
Cc1cccc(N2CC(C(=O)OCC(=O)c3c(N)n(CC(C)C)c(=O)n(C)c3=O)CC2=O)c1C (stereo not drawn),-2,-2.5,2,-19,0,19,0,/,/,1.9
Cc1ccc([N+](=O)[O-])cc1N(CC(=O)N1CCCCC1)S(C)(=O)=O,-2,0.3,-3,5,3,-5,/,0.6,1.4,3.0
O=C(NCc1cccs1)c1cc(-c2ccccc2)nn1CC1CC(c2cccc([N+](=O)[O-])c2)=NO1 (stereo not drawn),2,-0.1,1,-30,0,30,0,-2.2,1.8,1.4
CC1(C)CC(=O)C=C(c2ccc3ccccc3c2)C1,11,-1.7,13,-19,-2,19,-3,0.2,0.3,2.3
Cc1ccc(C(=O)Nc2cccc(C(=O)NCc3ccco3)c2)cc1,-2,-2.3,11,-50,5,50,-1,2.5,3.5,5.3
CCCCCOc1ccc(N2C(=O)C(C)CNC2=S)cc1 (stereo not drawn),2,/,/,/,/,/,/,-0.5,-1.7,-0.2
O=C(O)C(CCCCNS(=O)(=O)c1ccc(F)cc1)NS(=O)(=O)c1ccc(F)cc1 (stereo not drawn),-3&-1,-1.1&-4.3,5&-12,3&8,-4&-13,-3&-8,-4&-3,-0.4&0.2,-0.1&3.0,-1.5&2.2
CCOC(=O)N1CCN(C(=O)c2ccccc2N(Cc2ccccc2)S(=O)(=O)c2ccc(OC)cc2)CC1,-3,-1.5,-24,0,-2,0,-3,-1.2,2.1,3.4
OCC1(CCc2ccccc2)CCN(C/C=C/c2ccccc2)CC1,0,-1.4,/,-1,-4,1,5,1.5,1.2,1.8
CN(Cc1ccc(C(C)(C)C)cc1)C(=O)c1ccc2c(=O)n3c(nc2c1)CCC3,-6,-2.4,-2,-37,8,37,-2,1.2,-1.9,1.1
CCc1nnc(NC(=O)CN2CCN(Cc3cccc(OC)c3)CC2)s1,0,-0.4,/,7,-2,-7,-3,-2.8,2.7,1.9
